# Bioassay records (PubChem)
# DUSP3 inh – DUSP3 (human) phosphatase inhibition; P51452; recombinant VHR phosphatase, pNPP absorbance; inhibition, % at 13.3 µM; hit rate 0.52% among 290,000; AID 1654; in the data active means inhibition above about 50%; further: some compounds called inactive have numbers as strong as hits
# Target sequence (P51452 whole entry, looked up): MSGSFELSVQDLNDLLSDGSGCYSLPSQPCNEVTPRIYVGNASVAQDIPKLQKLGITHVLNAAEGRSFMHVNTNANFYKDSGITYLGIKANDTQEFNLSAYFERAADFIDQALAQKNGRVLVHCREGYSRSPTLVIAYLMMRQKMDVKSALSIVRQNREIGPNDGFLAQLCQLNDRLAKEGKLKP
# Anthrax LF inh2 – inhibitors of Bacillus anthracis lethal factor protease | P15917 | multiplex microsphere protease cleavage assay, LF | inhibition, % at 10 µM | hit rate 0.12% among 360,000; further: plate controls were buffer without enzyme for full effect and enzyme alone for no effect
# Target sequence (P15917 whole entry, looked up): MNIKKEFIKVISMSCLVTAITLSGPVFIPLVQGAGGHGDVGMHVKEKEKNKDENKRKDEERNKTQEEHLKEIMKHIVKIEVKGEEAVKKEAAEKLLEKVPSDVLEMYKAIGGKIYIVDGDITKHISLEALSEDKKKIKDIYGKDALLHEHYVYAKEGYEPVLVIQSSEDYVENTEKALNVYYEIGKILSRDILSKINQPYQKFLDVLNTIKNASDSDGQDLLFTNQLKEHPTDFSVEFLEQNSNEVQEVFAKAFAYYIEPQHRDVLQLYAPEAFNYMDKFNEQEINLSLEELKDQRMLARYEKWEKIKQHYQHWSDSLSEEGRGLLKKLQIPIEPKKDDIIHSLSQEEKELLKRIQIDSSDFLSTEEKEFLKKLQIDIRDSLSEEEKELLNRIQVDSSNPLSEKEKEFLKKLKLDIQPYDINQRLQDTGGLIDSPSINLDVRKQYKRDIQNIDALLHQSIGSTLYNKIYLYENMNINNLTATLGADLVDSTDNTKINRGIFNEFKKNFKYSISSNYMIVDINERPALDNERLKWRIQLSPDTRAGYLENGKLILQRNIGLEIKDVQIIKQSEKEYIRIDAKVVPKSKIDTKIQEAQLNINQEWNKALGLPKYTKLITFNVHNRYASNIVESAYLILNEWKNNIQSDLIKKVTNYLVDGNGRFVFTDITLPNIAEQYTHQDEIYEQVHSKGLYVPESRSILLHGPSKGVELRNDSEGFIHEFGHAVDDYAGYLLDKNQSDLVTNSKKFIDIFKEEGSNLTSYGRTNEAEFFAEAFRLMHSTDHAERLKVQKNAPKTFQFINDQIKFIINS
# BoNT F protease – blocks Botulinum neurotoxin F light chain protease; Multiplex microsphere protease cleavage assay, flow cytometry; inhibition, % at 10 µM; hit rate 0.22% among 360,000; in the data active means inhibition above about 35%, passing the limit was not always enough; inconclusive means no clear call, values can overlap the other calls; further: plate controls were buffer without enzyme for full effect and enzyme alone for no effect
# CCHFV vOTU inh – blocks the CCHF virus ovarian tumor domain protease. inhibition, % at 11.5 µM. CCHFV vOTU protease, Pep-AMC fluorescence. hit rate 0.55% among 370,000; in the data active means inhibition above about 30%; further: 0% = vehicle wells with enzyme and 100% = no enzyme wells
# SARS 3CLpro inh – SARS-CoV 3CLpro protease inhibition. inhibition, % at 6 µM. recombinant SARS-CoV 3CLpro, quenched FRET peptide cleavage. P0C6X7. hit rate 0.14% among 290,000; in the data active means inhibition above about 12%
# Rv3671c protease – inhibits the M. tuberculosis serine protease Rv3671c; P9WHR9; inhibition, % at 5.96 µM; hit rate 0.048% among 320,000; AID 2606; in the data active means inhibition above about 38%;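 further: extracellular domain of Rv3671c used as enzyme; 0% = enzyme with DMSO and 100% = no enzyme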
# PriA SSB inh – inhibitors of Klebsiella pneumoniae PriA binding to SSB C-terminal tail | hit rate 0.6% among 430,000 | AID 1272365 | AlphaScreen SSBct-PriA binding, biotinylated peptide | inhibition, % at 33 µM; in the data active means inhibition mostly above about 37%, no sharp cut-off; inactive means mostly below about 20%;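 further: plate controls were negative control peptide for no effect and reference peptide for full effect; strong numbers were not always called active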
# MazF activator – increases E. coli MazEF RNase cleavage of RNA | FAM/BHQ RNA-DNA oligo cleavage fluorescence, 5 h | activation, % at 20 µM | hit rate 0.32% among 350,000; in the data active means activation above about 50%
# Target sequence (P0AE70 whole entry, looked up): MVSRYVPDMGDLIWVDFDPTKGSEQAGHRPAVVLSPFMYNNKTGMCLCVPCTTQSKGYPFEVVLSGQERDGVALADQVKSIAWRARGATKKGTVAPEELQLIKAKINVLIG
# BoNT-A LC inh2 – inhibitors of Botulinum neurotoxin A light chain protease; multiplex microsphere protease substrate cleavage, flow cytometry; inhibition, % at 10 µM; hit rate 0.17% among 360,000; AID 588499; further: plate controls were buffer without enzyme for full effect and enzyme alone for no effect
# PrPC surface inh – inhibitors of human cell surface prion protein PrPC | P04156 | TR-FRET read-out | inhibition, % at 13.8 µM | hit rate 0.43% among 370,000 | AID 720596; in the data active means inhibition above about 24%; further: 0% = median of the test wells and 100% = reference compound wells
# * marks the source's active call; other numbers are inactive results; ? = inconclusive; . = no result given. Unless noted, no stated cut-off is given here; in the data, active means inhibition above about 30%; inconclusive means no clear call, values can overlap the other calls; inactive means below that. Only part of the results is shown; the hit share may differ from the screen's.
# Values in the order – MazF activator	DUSP3 inh	Rv3671c protease	PrPC surface inh	PriA SSB inh	BoNT-A LC inh2	CCHFV vOTU inh	SARS 3CLpro inh	BoNT F protease	Anthrax LF inh2
COc1ccc(C(=O)Nc2c(-c3cccs3)c(=O)c3ccccc3n2C)cc1
    -5	1	3	-6	-5	-0.3	0	1	-13	-2
Cc1[nH]c2ccccc2c1C(=O)C(=O)N1CCC2(CC1)OCCO2
    1	11	1	-6	-1	0.0	-3	-1	-8	2
COc1ccc2nc(COC(=O)c3cccs3)c(C(C)=O)[n+]([O-])c2c1
    5	21	-10	3	-13	0.5	15	6	?	-6
Cc1cccc(NC(=O)c2cc3c(=O)n4ccccc4nc3s2)c1
    0	61	0	8	-2	0.1	-7	-1	-2	-3
COc1ccc(CC(=O)c2ccc(O)cc2O)cc1OC
    4	-1	5	-2	-9	-0.5	19	-2	0	1
O=C(/C=C/c1ccccc1Cl)N(Cc1ccc(Cl)cc1)C1CCS(=O)(=O)C1 (centres undefined)
    7	-10	0	-5	-2	0.4	-8	-5	-2	-1
N#CCCNC(=O)Cn1c(COc2ccc(Cl)cc2)nc2ccccc21
    -4	37	2	1	7	-0.5	19	-1	-9	-4
COc1ccc(C(=O)Nc2ccccc2C(=O)N/N=C/c2cccc3ccccc23)cc1
    -3	19	-24	-4	.	-1.1	-5	1	-11	-1
CCOC(=O)C1=NN(C(=O)c2ccc(OC)cc2)C(O)(c2ccc(Cl)cc2)C1 (centres undefined)
    1	8	6	3	-1	-1.0	10	3	-12	0
Cc1cc(C)c(S(C)(=O)=O)c(N(C)N)n1
    -4	6	1	9	-2	0.5	2	3	-5	-7
N#C/C(=C\c1ccc(OCC(N)=O)cc1)S(=O)(=O)c1ccccc1
    3	24	1	4	5	-1.3	-6	4	-11	-3
O=C1NC[C@H](CCCCN2CCN(CCC3CCCCC3)C(=O)C2=O)N(CCC2CCCCC2)C1=O
    .	.	.	-4	.	-0.1	5	.	2	-8
O=c1oc(-c2ccccc2)nc2c1cnn2-c1ccccc1
    4	0	0	-6	1	0.4	0	-3	1	0
Cc1ccc(NC(=O)CS(=O)CC(=O)N(C(C)C(=O)NC2CCCCC2)C(C)(C)C)cc1 (centres undefined)
    7	-9	6	1	-3	-0.8	-7	3	-2	1
COc1ccc(N2CCN(S(=O)(=O)c3c(C)[nH]c(C)c3C(=O)N3CCCC3)CC2)cc1
    5	1	-7	-5	-5	-1.1	-12	-3	0	0
O=C(COC(=O)c1ccco1)Nc1ccc(Br)cc1
    5	0	-8	15	0	0.3	-17	-2	1	4
O=C(Nc1nccs1)c1cn(-c2ccccc2)nc1-c1ccncc1
    6	2	-2	1	-5	-2.6	-8	-2	-6	-3
Cn1c(N)c(C(=O)COC(=O)c2ccccc2C(F)(F)F)c(=O)n(C)c1=O
    -2	.	4	10	-14	-2.0	-8	.	-4	-3
O=C(COC(=O)CCN1C(=O)C2CC=CCC2C1=O)NCCc1ccc(F)cc1 (centres undefined)
    5	.	-9	0	-4	3.4	0	.	6	4
COCc1cc(=O)n2[nH]c(-c3ccco3)cc2n1
    -2	16	3	-6	-13	0.3	-10	3	?	17

# Among those listed so far, these have a thiophene ring, fused or not.
# Values in the order – MazF activator	DUSP3 inh	Rv3671c protease	PrPC surface inh	PriA SSB inh	BoNT-A LC inh2	CCHFV vOTU inh	SARS 3CLpro inh	BoNT F protease	Anthrax LF inh2
COc1ccc(C(=O)Nc2c(-c3cccs3)c(=O)c3ccccc3n2C)cc1
    -5	1	3	-6	-5	-0.3	0	1	-13	-2
COc1ccc2nc(COC(=O)c3cccs3)c(C(C)=O)[n+]([O-])c2c1
    5	21	-10	3	-13	0.5	15	6	?	-6
Cc1cccc(NC(=O)c2cc3c(=O)n4ccccc4nc3s2)c1
    0	61	0	8	-2	0.1	-7	-1	-2	-3

# (further entries)
# Values in the order – MazF activator	DUSP3 inh	Rv3671c protease	PrPC surface inh	PriA SSB inh	BoNT-A LC inh2	CCHFV vOTU inh	SARS 3CLpro inh	BoNT F protease	Anthrax LF inh2
CCCCOc1ccc(C(=O)N2CCCC2C(=O)O)cc1 (centres undefined)
    4	4	-5	-4	-16	.	2	-2	.	.
CCn1ccnc1CNC(=O)c1ccc2oc(C(C)C)nc2c1
    -1	2	0	5	2	-0.1	8	-1	3	0
O=C(COC(=O)c1cc(-c2cccs2)nc2ccccc12)NCc1ccco1
    -2	6	-19	13	-28	0.2	-44	-4	-2	-2
Cc1ccc2c(c1)C1(SCCS1)C(=O)N2
    3	13	0	-7	-11	-0.4	-2	1	-1	1
COc1ccc(OC)c(NC(=O)NCc2ccc(F)cc2)c1
    4	15	6	4	3	?	-1	0	3	-30
Cc1ccc(CNC(=O)CCc2c(C)[nH]c(=O)c(C#N)c2C)cc1
    4	-19	2	-6	-6	0.4	0	8	16	-2
COc1ccc(N(C)C(=O)Cc2c(C(=O)O)[nH]c3ccccc23)cc1
    9	-15	-7	1	10	-1.5	3	3	-1	8
COC(=O)C1=C(C)N(c2cccc(Cl)c2)C(=O)C1
    2	19	-5	7	4	-0.5	8	0	-7	3
Cc1cc(C)nc(NS(=O)(=O)c2ccc(NC(=O)CN3C(=O)C4CC=CCC4C3=O)cc2)n1 (centres undefined)
    2	38	5	-10	4	-0.5	0	0	-7	-3
COc1ccc(-c2noc(C3CCCN(S(=O)(=O)c4cccc(Cl)c4)C3)n2)cc1OC (centres undefined)
    -9	36	-2	.	1	-0.4	.	-1	-2	-4
Cc1cccnc1NC(=O)NC(=O)c1ccc(C(C)(C)C)s1
    7	-7	12	0	-13	.	-4	0	.	.
CC1(c2cccc(Br)c2)NC(=O)N(CC(=O)NCCC2=CCCCC2)C1=O (centres undefined)
    0	.	.	-2	.	-0.5	6	.	1	-7
CCOc1ncccc1C(=O)Nc1cccc(S(=O)(=O)N2CCOCC2)c1
    -2	.	3	5	-6	-0.2	-9	.	-2	0
CCc1c(C)sc(NC(=O)c2cc(CC(C)C)on2)c1C#N
    0	-44	-2	-1	-6	-0.3	6	-6	-8	2
CCOc1ccccc1CSc1nc2ccccc2[nH]1
    0	-13	-4	2	-16	0.5	3	6	4	0
Cc1ccc(S(=O)(=O)N(CC(=O)NCc2ccccn2)c2ccc(Cl)cc2)cc1
    1	6	-6	-4	5	2.1	5	0	8	1
CN(CC(=O)Nc1ccc(F)cc1)C(=O)COC(=O)CN1C(=O)NC2(CCCC2)C1=O
    3	14	-18	8	23	0.2	6	0	5	-5
CCOCCOC(=O)C1=C(C)N(C)C(=O)NC1c1ccccc1Cl (centres undefined)
    4	4	6	8	0	-1.0	6	1	-8	2
CC1CCCC(N2C(=O)NC(NC(=O)c3ccco3)(C(F)(F)F)C2=O)C1C (centres undefined)
    -16	29	1	2	-6	-0.5	9	3	0	-5
Cc1cc(C)n2c(SCC(=O)Nc3c(C)n(C)n(-c4ccccc4)c3=O)nnc2n1
    2	2	3	-4	-20	-0.6	-12	4	0	-6

# The listing continues.
# Values in the order – MazF activator	DUSP3 inh	Rv3671c protease	PrPC surface inh	PriA SSB inh	BoNT-A LC inh2	CCHFV vOTU inh	SARS 3CLpro inh	BoNT F protease	Anthrax LF inh2
CCCCOC(=S)NC(=O)c1sc2ccccc2c1Cl
    -3	-17	-4	43*	-8	-0.6	15	-3	-1	-2
O=S(=O)(c1cnc[nH]1)N1CCc2ccccc21
    2	-4	-3	2	-17	-0.9	11	-1	-15	0
Cc1sc2ncnc(N3CCC(C(=O)NCC(=O)Nc4ccc(F)c(F)c4)CC3)c2c1C
    3	2	-11	1	6	2.7	9	2	9	1
CCCCn1c(N)c(N(CCC(C)C)C(=O)C2=COCCO2)c(=O)[nH]c1=O
    -20	0	3	-5	-3	-3.5	5	-1	-1	-3
O=C(NC1CCCC1)c1ccc(COCC(F)(F)C(F)F)o1
    5	4	2	.	-4	-0.4	.	4	9	-1
CCOc1ccc(Nc2ccc(S(=O)(=O)N3CCOCC3)cc2[N+](=O)[O-])cc1
    3	.	.	-7	.	0.4	0	.	0	1
COC(=O)Cn1c(=O)n(CCc2ccccc2)c(=O)c2c3c(sc21)CCCC3
    -4	2	-3	10	-8	-0.7	-4	-1	-10	-2
CC(OC(=O)/C=C/c1ccc2ccccc2n1)C(=O)NCc1ccccc1 (centres undefined)
    -3	.	4	3	2	0.6	16	.	-1	6
C[C@H](NC(N)=O)C(=O)OCC(=O)NCc1cccs1
    7	29	-2	-2	6	0.4	-17	2	-5	5
O=S(=O)(Nc1cccc(-c2cn3cccnc3n2)c1)c1ccc(Cl)cc1
    0	-6	-15	10	-16	0.2	-66	4	-1	-7
Cc1ccc(S(=O)(=O)N2C[C@@H]3[C@H]4CC[C@H](C4)[C@@H]3[C@@H](C)[C@@H]2c2ccco2)cc1
    1	.	.	9	-5	-0.9	8	.	-7	-1
C=CCN1c2ccc(Br)cc2C(=O)CS1(=O)=O
    7	.	-6	2	6	-0.4	19	.	-6	-6
COc1cc(NC(=O)Cn2c(=O)n(CC3CCCO3)c(=O)c3cc(OC)c(OC)cc32)cc(OC)c1 (centres undefined)
    11	2	0	-4	-14	0.0	4	-2	-5	5
CCCCCOc1ccc(C(=O)C(c2ccccc2)N2CCOCC2)cc1 (centres undefined)
    -6	-9	13	10	-26	-0.2	9	0	9	-3
CC(=O)C1=C(O)C(=O)N(c2nnn(C)n2)C1c1cccs1 (centres undefined)
    0	9	0	4	-3	-0.2	3	-3	-8	-2
CN(C)CCCN1c2ccc(O)cc2Sc2ccc(Cl)cc21
    25	.	.	-9	.	-0.6	2	.	-27	-7
Cc1c(NS(=O)(=O)c2ccc(Cl)c(C(=O)OC(C)C(=O)NCc3ccco3)c2)c(=O)n(-c2ccccc2)n1C (centres undefined)
    -1	17	1	-4	-9	0.0	-6	-1	-1	-6
OCC1OC(O)CC(O)C1O (centres undefined)
    7	.	.	0	-9	-0.3	-4	.	7	4
C=CCN1C(=O)C2(C(C(=O)c3ccc(C)o3)=C(O)C(=O)N2CCCN2CCOCC2)c2ccccc21 (centres undefined)
    -1	12	5	0	-7	-0.3	3	1	8	-6
CC(=O)OC[C@]1(OC(C)=O)C[C@@]23CC[C@H]4[C@@](C)(CCC[C@@]4(C)C(=O)O)[C@@H]2CC[C@@H]1C3
    1	8	-9	0	-7	-0.1	11	-3	-7	-8

# Next section.
# Values in the order – MazF activator	DUSP3 inh	Rv3671c protease	PrPC surface inh	PriA SSB inh	BoNT-A LC inh2	CCHFV vOTU inh	SARS 3CLpro inh	BoNT F protease	Anthrax LF inh2
CC(=O)Nc1ccc(S(=O)(=O)NCC(=O)OCc2cc(=O)oc3ccc4ccccc4c23)cc1
    -9	5	-2	-2	7	8.4	-100	-1	0	3
COc1cc(OC)cc(C(=O)Nc2cccc3c2CCCC3)c1
    -5	16	2	-6	4	0.8	-12	3	10	-8
CC(C)C(=O)NC(=S)Nc1ccccc1C(F)(F)F
    4	26	-5	-6	-6	-0.3	8	5	8	-2
CCCOc1ccc(/C=C/C(=O)Nc2ccc([N+](=O)[O-])cc2C)cc1
    6	7	-1	-4	-9	0.5	15	7	17	1
COc1cc(C(=O)NC2CCCCC2)ccc1OCc1ccc(Cl)cc1Cl
    2	-3	4	1	-14	-0.3	3	2	2	2
CC(C)C[C@H](N)c1nnc(SCc2ccc(Cl)cc2)o1
    4	5	2	7	-6	-0.4	-4	5	?	4
Cc1csc(NC(=O)C2C3C=CC(C3)C2C(=O)O)n1 (centres undefined)
    -10	12	2	7	-7	?	-11	-2	8	1
Cc1cc(C(=O)NC(C)c2ccc3c(c2)OCO3)cs1 (centres undefined)
    6	5	-3	2	-10	?	-7	0	-7	2
Cc1ccc(CNC(=O)COC(=O)c2cc(C)oc2C)cc1
    3	.	-10	-3	-5	2.8	-12	.	-4	-4
CCC(C)Sc1nc(O)cc(=O)[nH]1 (centres undefined)
    -2	10	4	-2	-6	-0.2	-5	1	8	-4
Cc1ccc(-n2c(SCC(=O)N3CC(=O)Nc4ccccc43)nc3ccccc3c2=O)cc1C
    -4	-3	-12	19	5	0.2	-9	-4	2	0
